14-3-3 PPI – alters human 14-3-3 gamma binding to Raf peptide; FP, 14-3-3gamma / TMR-pS259-Raf peptide binding; inhibition, % at 40 µM; 160,000 tested, 0.19% active; AID 422; in the data active = inhibition above about 30%;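 note: 0% = protein plus tracer without compound and 100% = blank with tracer alone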
Target sequence (P61981 whole entry, looked up): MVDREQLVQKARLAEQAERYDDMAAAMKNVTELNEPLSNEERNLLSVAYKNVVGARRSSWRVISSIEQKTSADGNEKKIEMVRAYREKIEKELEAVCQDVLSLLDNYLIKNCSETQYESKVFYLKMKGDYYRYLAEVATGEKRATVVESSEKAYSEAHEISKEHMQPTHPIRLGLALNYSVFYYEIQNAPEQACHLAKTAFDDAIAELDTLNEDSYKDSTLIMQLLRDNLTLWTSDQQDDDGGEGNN
Numbers without * were called inactive; & = joins results of further samples. An excerpt; rates above refer to the full screens.

SMILES	14-3-3 PPI
Cc1ccc(N2C(=O)CC(NCc3cccc4ccccc34)C2=O)cc1 (stereo unspecified)	-1
O=C(CSc1c2c(nc3ccc(Cl)cc13)CCCC2)N1CCOCC1	-1
COc1ccc(N=CC=Cc2ccccc2Cl)cc1Cl	0
ClCCCSc1ncnc2nc[nH]c12	-2
COc1ccc(NC2=C(Cl)C(=O)N(c3cccc(C(F)(F)F)c3)C2=O)c(OC)c1	-3
NC(=O)c1cc2cc(Br)ccc2oc1=NCc1ccccc1	-2
O=C(Nc1cccnc1)c1ccc([N+](=O)[O-])cc1Cl	2
CC1(C)CC(=O)C2=C(C1)c1c(ccc3ccccc13)NC2c1cccn1-c1cccc([N+](=O)[O-])c1 (stereo unspecified)	-2
O=C1Nc2ccc(S(=O)(=O)NCCC3=CCCCC3)c3cccc1c23	-18
CCNc1nc(NC(C)C)nc(Oc2ccc(OCCOc3ccc(C)cc3)nn2)n1	-8
CCn1c(C)[n+](CC(O)COc2ccccc2C)c2ccccc21 (stereo unspecified)	-5
c1ccc(-c2nc(-c3ccco3)cs2)nc1	-8
O=c1[nH]ncc2c3ccccc3n(Cc3ccccc3F)c12	2
COC(=O)c1c(NC(=O)c2ccc([N+](=O)[O-])cc2Cl)sc2c1CCC(C)C2 (stereo unspecified)	-2
Cc1cc(C)cc(OCC(=O)Nc2ccc(N3CCN(S(C)(=O)=O)CC3)cc2)c1	-8
Cc1ccc(S(=O)(=O)N2CCC(C(=O)N[C@@H](C)C(=O)NCCc3ccccc3)CC2)cc1	-2
O=C1c2ccccc2C(=O)N1c1ccc(N2C(=O)c3ccccc3C2=O)c(Cl)c1	-23
COCCCN1C(=O)c2[nH]nc(-c3ccccc3O)c2C1c1cccc(Cl)c1 (stereo unspecified)	-6
CCC1=NN(C(=O)c2ccccc2)C(O)(C(F)(F)F)C1 (stereo unspecified)	-5
CCOc1ccccc1N(CC(=O)N1CCCCCC1)S(C)(=O)=O	0
Cc1ccccc1-c1nc(CS(=O)(=O)CC(=O)NCc2ccccc2)c(C)o1	-6
CSc1cccc(Sc2cc(C(=O)NCc3ccco3)c3ccccc3n2)c1	-11
CS(=O)(=O)CCC(C(=O)O)N1C(=O)c2ccccc2C1=O (stereo unspecified)	-2
CCc1cc(C(=O)Cc2csc(-c3ccccc3)n2)c(O)cc1O	-3
Cc1cc2oc(C(=O)Nc3cccnc3)c(C)c2cc1C	-2
CC(=O)N(CCCN(C)C)CCC(C)CCC=C(C)C (stereo unspecified)	3
CCOc1ccc(S(=O)(=O)N(CC(=O)Nc2ccccc2C(F)(F)F)c2ccccc2)cc1	2
CCOC(=O)N1CCN(C(=O)CCCn2nc(C)c3sc4ccccc4c3c2=O)CC1	-6
CCCNC(=O)N(C)c1nncnc1C(=O)NC	-5
COc1cc2c(cc1OC)C(COc1ccc3c(C)cc(=O)oc3c1)N(C(=O)c1ccccc1[N+](=O)[O-])CC2 (stereo unspecified)	5
O=C(CCCn1c(=O)c2ccccc2n(Cc2cccc([N+](=O)[O-])c2)c1=O)NCc1ccc(F)cc1	-5
CCOc1ccc2nc(NC(=O)C3CCCCC3)sc2c1	-13
CCCOc1ccc2oc(=O)c3c(c2c1)CCCN3C(=O)CN1CCCC1	11
COc1ccc(N2CC(C(=O)NCc3ccccc3)CC2=O)cc1 (stereo unspecified)	-7
CCOc1ccc(-c2csc(=Nc3ccccc3)n2CCN2CCOCC2)cc1	-11
O=[N+]([O-])c1ccc(Cl)c(S(=O)(=O)Nc2ccc(O)c(Sc3nc4ccccc4s3)c2)c1	-11
COc1cc2c(C(=O)NCCc3ccc(Cl)cc3)cn(CC(C)C)c(=O)c2cc1OC	-2
C=CCSc1nc2sc3c(c2c(=O)n1CC(=C)C)CC(C)(C)OC3	-1
CC1=C(C(=O)Nc2cc(-c3cccc(F)c3)[nH]n2)C2(CCCCC2)OC1=O	-4
CCOC(=O)C1C(=O)C=C(c2ccco2)CC1c1cccc(OC)c1OC (stereo unspecified)	-26
O=C(Cn1c(NCCCO)nc2ccccc21)c1ccco1	1
CC(C)C(=O)Nc1ccc(-c2nc3ccc(C(=O)c4ccccc4)cc3[nH]2)cc1	-29
Cc1ccc(NC(=O)c2cc(S(=O)(=O)Nc3ccc(F)cc3)ccc2Cl)cc1	-11
COC(=O)C1=C(C)NC(=O)C1(NC(=O)CN1CCCC1=O)C(F)(F)F (stereo unspecified)	-6
COc1cccc(OCCNC(=O)Cc2cccc3ccccc23)c1	-10
COc1ccccc1CNC(=O)c1sc2ncnc(N(C)c3ccccc3)c2c1C	-2
COc1cccc(N2C(N)=NC(N)=NC2(C)C)c1	1
COc1ccc(C2/C(=C(\O)c3ccccc3)C(=O)C(=O)N2c2ccc(C)c(Cl)c2)c(OC)c1 (stereo unspecified)	-11
CC(C)(C)NCCN1CCn2c1nc1ccccc12	-7
CCOc1cc(NC(=O)c2ccco2)c(OCC)cc1NC(=O)COc1ccccc1C	-2
Oc1ccccc1C1=Nc2ccccc2N=C(c2ccc(Cl)cc2)C1	-2
COC(=O)c1ccc(N2C(=O)c3ccc([N+](=O)[O-])cc3C2=O)cc1	0
Cc1ccccc1C1CC(c2ccc(F)cc2)Nc2ncnn21 (stereo unspecified)	4
CC1CCc2cc(F)ccc2N1C(=O)c1cc2nc(-c3ccco3)cc(C(F)(F)F)n2n1 (stereo unspecified)	2
CCOc1ccc(N2CC(C(=O)NC(C)C)CC2=O)cc1 (stereo unspecified)	2
Oc1ccccc1-c1nnc(-c2cccc(F)c2)o1	7
CCOC(=O)c1c(NC(=O)c2ccccc2[N+](=O)[O-])sc(C(C)=O)c1C	-4
COc1ccc2nc3sc(C(=O)NC(C)C)cc3cc2c1	9
Cn1c(=O)c(Cl)c(O)c2ccccc21	-4
N[C@@H](CCC(=O)N[C@H](CSN=O)C(=O)NCC(=O)O)C(=O)O	-4

Continuation:
SMILES	14-3-3 PPI
O=C(CCS(=O)(=O)Cc1ccccc1)Nc1nc2c(s1)CCCC2	-8
Cc1cc(C)nc(SCC(=O)N2c3ccccc3Sc3ccc(C(F)(F)F)cc32)n1	1
CCn1nnc(NC(=O)CSc2ccc(Cl)cc2)n1	-47
Cc1nc2nc(C(=O)O)[nH]n2c(=O)c1Cc1ccccc1	-7
COc1cc(OC)c(NC(=O)c2nn(-c3ccccc3OC)c(=O)c3ccccc23)cc1Cl	4
COc1cc(C2C(C(=O)OC(C)C)=C(C)NC3=C2C(=O)CC(c2cccs2)C3)cc(OC)c1OC (stereo unspecified)	5
COc1ccc(NC(=O)c2ccc(OC)c(OC)c2)c(OC)c1	-6
O=c1c2cnn(-c3ccccc3)c2nc(-c2ccccc2F)n1-c1ccccc1	-77
Cc1ccc(N2C(=O)C(N3C(=O)c4ccc([N+](=O)[O-])cc4C3=O)C2c2cccs2)cc1F (stereo unspecified)	4
COCCN1C(=O)CCC1(C)C(=O)NC1CCC(C)CC1 (stereo unspecified)	-8
O=C(NCCC1=CCCCC1)c1ccc(Cn2c(=S)[nH]c3ccc(Br)cc3c2=O)cc1	-10
CCOC(=O)c1cccc(NC(=O)CN(c2ccc(OC)cc2)S(=O)(=O)c2c(C)noc2C)c1	0
CSc1nnc(N(CCC#N)CCC#N)s1	0
Cc1cc(N2CCCCC2)nc2ccc(NC(=O)c3cccnc3Cl)cc12	-22
Cc1cc(C)n(Cc2ccc(F)cc2)c(=O)c1C#N	-8
CCC(=O)Nc1cc2nn(-c3ccccc3)nc2cc1Cl	0
CSc1nc2c(c(=O)[nH]1)C(c1ccc(C)cc1)C1=C(CCCC1=O)N2 (stereo unspecified)	-8
CC(C)(C)C(=O)Nc1c2c(nn1-c1cccc(Cl)c1)CS(=O)C2 (stereo unspecified)	-2
CCCCC(=O)Nc1ccc(NC(=O)C2CC2)nc1	-4
Cc1c(NC(=O)C2C3C=CC(C3)C2C(=O)O)c(=O)n(-c2ccccc2)n1C (stereo unspecified)	-2
CC(=O)Nc1nc2ccc(-c3nc4ccccc4o3)cc2s1	-14&-25
COc1ccc(NC(=O)c2nn3c(c2Cl)NC(c2ccc(C)cc2)CC3C(F)(F)F)cc1OC (stereo unspecified)	-9
CCOC(=O)C1=C(C)NC(=S)NC1c1ccc(OCC(=O)OC)c(OC)c1 (stereo unspecified)	2
O=C(Nc1ccc(Br)cc1)c1ccc(F)c(S(=O)(=O)N2CCCc3ccccc32)c1	-29
CCOC(=O)C(Nc1sc2c(c1C#N)CCCC2)(NS(=O)(=O)c1ccccc1)C(F)(F)F (stereo unspecified)	-14
CC(C)C1(C)C(=O)N=C2c3ccccc3C(=O)N21 (stereo unspecified)	-1
CCOC(=O)c1sc(NC(=O)CSc2nnc(-c3ccc(OC)cc3)n2CCOC)nc1C	2
CCCCOCCCNS(=O)(=O)Cc1ccccc1	-10
COc1ccc(C)cc1-n1cnc2cc(C(=O)O)ccc21	-13
COc1ccccc1OCc1nc(C#N)c(N2CC(C)CC(C)C2)o1 (stereo unspecified)	4

Six entries from above, ordered by the value under 14-3-3 PPI, low to high.
SMILES	14-3-3 PPI
Cc1cc(N2CCCCC2)nc2ccc(NC(=O)c3cccnc3Cl)cc12	-22
COc1ccc(NC(=O)c2nn3c(c2Cl)NC(c2ccc(C)cc2)CC3C(F)(F)F)cc1OC (stereo unspecified)	-9
CSc1nc2c(c(=O)[nH]1)C(c1ccc(C)cc1)C1=C(CCCC1=O)N2 (stereo unspecified)	-8
CC(C)C1(C)C(=O)N=C2c3ccccc3C(=O)N21 (stereo unspecified)	-1
CCOC(=O)c1cccc(NC(=O)CN(c2ccc(OC)cc2)S(=O)(=O)c2c(C)noc2C)c1	0
CCOC(=O)c1sc(NC(=O)CSc2nnc(-c3ccc(OC)cc3)n2CCOC)nc1C	2

(next part)
CCOc1ccc(/C(O)=C2\C(=O)C(=O)N(Cc3cccnc3)C2c2ccc(Br)cc2)cc1 (stereo unspecified)
  14-3-3 PPI: 5
O=S(=O)(c1ccc(C=Cc2ccc(Cl)cc2)cc1)N1CCCC1
  14-3-3 PPI: -2
COc1ccc(CCNC(=O)c2[nH]c(C)c(C(C)=O)c2C)cc1OC
  14-3-3 PPI: 4
CCc1noc(-c2[nH]c3ccccc3c2C(=O)C(=O)N(C)C)c1C
  14-3-3 PPI: -5
CC(CCN(C)C)OC(=O)c1ccc(C(C)c2ccccc2)o1 (stereo unspecified)
  14-3-3 PPI: 7
Cc1ccc(C2Sc3ccccc3NC3=C2C(=O)c2ccccc23)cc1 (stereo unspecified)
  14-3-3 PPI: -59
CC(C)(C)c1ccc2c(c1)OCCOCCOc1cc(C(C)(C)C)ccc1OCCOCCO2
  14-3-3 PPI: -33
CCN(C(=O)Cc1cccs1)c1nnc(-c2cccnc2)s1
  14-3-3 PPI: -2
O=C(NCCN1C(=O)CSC1=O)C1CC(=O)N(c2ccccc2)C1 (stereo unspecified)
  14-3-3 PPI: -2
O=C1C2C3C=CC(O3)C2C(=O)N1c1ccccc1[N+](=O)[O-] (stereo unspecified)
  14-3-3 PPI: -2
O=C(CCN1C(=O)c2ccccc2C1=O)N1CCCCC1
  14-3-3 PPI: -2
C=CCN1CN=C(NS(=O)(=O)CCCC)NC1
  14-3-3 PPI: -3
O=C1c2oc3ccccc3c(=O)c2C(c2ccc(Br)cc2)N1c1ncccn1 (stereo unspecified)
  14-3-3 PPI: -12
CCCCn1c2ccccc2c2nnc(SCC(=O)NCc3ccco3)nc21
  14-3-3 PPI: -49
CCCCCn1c(C)nc2c(sc3nc4c(cc32)COC(C)(C)C4)c1=O
  14-3-3 PPI: -4
Cc1cc(OCC(=O)Nc2sc3c(c2C(N)=O)CCC(C)C3)ccc1Cl (stereo unspecified)
  14-3-3 PPI: -2
COC(=O)c1ccc(-n2nnnc2SCC(=O)N2CCOCC2)cc1
  14-3-3 PPI: -8
CCCOc1ccc(C(=O)Nc2ccc3nn(-c4ccc(OCC)cc4)nc3c2)cc1
  14-3-3 PPI: -11
CSc1nc2ccc(NC(=O)CSc3nc4ccc(N)cc4s3)cc2s1
  14-3-3 PPI: -18
CCSCc1nnc(SCC(=O)c2ccc(OC)cc2)n1C
  14-3-3 PPI: -6
O=C1CCCC2=C1C(c1cccs1)c1c(nc(SCc3ccccc3F)[nH]c1=O)N2 (stereo unspecified)
  14-3-3 PPI: -114
CCOc1cc(C2C(C(=O)OC3CCCC3)=C(C)NC3=C2C(=O)CC(c2ccccc2)C3)cc(Br)c1O (stereo unspecified)
  14-3-3 PPI: 11
N#Cc1nc(N2CCCCC2)nc(N2CCOCC2)n1
  14-3-3 PPI: -5
CCC(C)NC(=O)CSC1=Nc2ccccc2C2=NC(CC(=O)NCc3ccc(F)cc3)C(=O)N12 (stereo unspecified)
  14-3-3 PPI: -6
CCN(C(=O)c1cn(C)c(=O)c2cc(OC)c(OC)cc12)c1cccc(C)c1
  14-3-3 PPI: 0

O=C(CSc1nc2sc3c(c2c(=O)n1-c1ccccc1)CCCC3)NCc1ccco1
  14-3-3 PPI: 5
CCOC(=O)C1CCCN(C(=O)c2ccc3c(=O)n(Cc4ccc(Cl)cc4)c(=S)[nH]c3c2)C1 (stereo unspecified)
  14-3-3 PPI: -1
CCN(c1ccc(C)c(C)c1)S(=O)(=O)c1ccc2c(c1)CCN2C(=O)C1CCC1
  14-3-3 PPI: 13
CC(=O)N1CN(C2CCCC2)Cc2c1sc1c2CCCC1
  14-3-3 PPI: 2&-3
Cc1ccc(NC2=NC(c3ccco3)n3c(nc(C)cc3=O)N2)c(C)c1 (stereo unspecified)
  14-3-3 PPI: -2
O=C(CCn1c(=O)oc2ccccc21)N1CCN(c2ccc(F)cc2)CC1
  14-3-3 PPI: -3
O=C(NCCO)c1ccc(Cl)c(Cl)c1
  14-3-3 PPI: -25
CC1CCN(c2nc3ccc(C(=O)O)cc3s2)CC1
  14-3-3 PPI: 1

Part of the list above in a different format:
14-3-3 PPI | molecule
5 | O=C(CSc1nc2sc3c(c2c(=O)n1-c1ccccc1)CCCC3)NCc1ccco1
-1 | CCOC(=O)C1CCCN(C(=O)c2ccc3c(=O)n(Cc4ccc(Cl)cc4)c(=S)[nH]c3c2)C1 (stereo unspecified)
13 | CCN(c1ccc(C)c(C)c1)S(=O)(=O)c1ccc2c(c1)CCN2C(=O)C1CCC1
2&-3 | CC(=O)N1CN(C2CCCC2)Cc2c1sc1c2CCCC1
-2 | Cc1ccc(NC2=NC(c3ccco3)n3c(nc(C)cc3=O)N2)c(C)c1 (stereo unspecified)
-3 | O=C(CCn1c(=O)oc2ccccc21)N1CCN(c2ccc(F)cc2)CC1
-25 | O=C(NCCO)c1ccc(Cl)c(Cl)c1

Source: PubChem (Emory University Molecular Libraries Screening Center)
